Yfh1-off respiration: mitochondrial function rescue without frataxin homolog – Friedreich's ataxia, plus single-dose screen, dose response (AID 1465). fold induction at 50 µM; hits with a dose series show EC50 in µM. S. cerevisiae Yfh1-off respiration, WST-1 reduction, 72 h; higher fold induction means a stronger effect. actives 0.074% (n = 220,000);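 active = fold induction of absorbance versus untreated yeast above a set limit, then at least 30% activation at any dose in follow-up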;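 note: activators that raise dye reduction in frataxin-depleted yeast; strong numbers were not always called active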
b-catenin transl: alters nuclear translocation of beta-catenin in HeLa cells | nuclear translocation activity, % at 5 µM | actives 0.3% (n = 190,000) | immunofluorescence imaging;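 active = nuclear translocation activity above 50% at 5 µM, with a well cell count of 50 or more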;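 note: per-cell ratio of nuclear to cytoplasmic median beta-catenin stain intensity; plate controls were DMSO negative control for no effect and GSK-3 inhibitor IX positive control for full effect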
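Test system: HeLa cells, endogenous beta-catenin; Compound: single 5 µM dose plus 0.02–20 µM confirmation series; Times: compound exposure 24 h at 37°C; Signal: fluorescence imaging of beta-catenin antibody stain plus DAPI; Read-out: % activation, nuclear-to-cytoplasmic median beta-catenin signal ratio per cell.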
Autophagy HCS: autophagy modulation, high-content screen; actives 0.98% (n = 190,000); MEF GFP-LC3 puncta imaging; test concentration mostly 10 µM; calls only at 10 µM (by protocol);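 active = percentage of spot-positive cells more than 3 SD above its plate mean, without a fluorescence outlier flag or 80% toxicity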;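 note: spot-positive cell cutoff set from DMSO-treated cells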
human PMI inhibition: MPI enzyme activity inhibition – biochemical, fluorescence intensity, coupled assay, primary screen (AID 1209); purified PMI enzyme, coupled fluorescence intensity; higher % means a stronger effect; inhibition, % at 20 µM, or IC50 in µM where a hit was titrated; actives 0.42% (n = 190,000);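 note: plate controls were DMSO vehicle for no effect and wells lacking substrate for full effect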
Dynein cargo inh: dynein cargo transport inhibition | z-score, hits read low | AID 1381 | 3617.4 mouse cells, GR-EGFP nuclear translocation imaging; test concentration mostly 20 µM; stimulated with dexamethasone, 1 µM; stronger effect = lower value | actives 0.47% (n = 220,000);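 active = plate z-score of nuclear minus cytoplasmic receptor signal below a set negative limit, without overly bright fluorescence or cell loss, cut at about -3.5 in these data, passing the limit was not always enough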;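 note: z-score of nuclear minus cytoplasmic ring GR-EGFP intensity difference per well; some compounds called inactive have numbers as strong as hits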
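Buffer or medium: tet-free, stripped-serum medium; Also added: dexamethasone, 1.0 µM final; Technique: high-content fluorescence imaging after fixation; Times: 48 h induction, 1 h compound, 30 min dex at 37 °C; Read-out: per-cell GR-EGFP intensity, nucleus versus surrounding cytoplasmic ring, well-averaged.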
WT yeast gro inh: growth inhibition of WT yeast, mitochondrial fusion screen; actives 2.1% (n = 190,000); mitochondrial fusion phenotypic screen, WT strain; AID 1362; inhibition, % at 10 µM; in the data active = inhibition above about 58%; tested in S. cerevisiae
MT stabilizer: stabilizes microtubules in HeLa cells; HeLa tubulin immunostaining HCS, 24 h; share of cells brighter than vehicle mean+2SD; % tubulin-high responders, % at 10 µM; actives 0.83% (n = 200,000); AID 2205;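 active = plate Z-score above 3 for both tubulin-high and condensed-nucleus cell shares, with cell loss under 80%, at 10 µM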;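 note: anti alpha tubulin signal scored within the nucleus-defined area of each cell; some results filed as inactive read as strong as hits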
human PMI inhibitors: human PMI inhibitors, high substrate, primary screen, biochemical, fluorescence intensity, high mannose 6-phosphate (AID 1220). one-dose inhibition, % at 20 µM; IC50 in µM for titrated hits. recombinant PMI enzyme, coupled fluorescence intensity; higher % means a stronger effect. actives 0.66% (n = 190,000)
Insulin prom up: MIN6 insulin promoter up-regulation | z-score at 5 µM | actives 0.3% (n = 190,000) | AID 1625 | MIN6 insulin promoter-GFP reporter, high-content imaging; stronger effect = higher value;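 active = z-score above 3 at 5 µM with at least 500 cells counted in the well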
WT yeast gro inh mutant strain: also measured in WT yeast gro inh; calls as there; inhibition, %; mitochondrial fusion phenotypic screen, mutant strain inhibition
Dynein cargo inh cytoplasmic EGFP: recorded beside Dynein cargo inh, whose call it bears; z-score; measured here: cytoplasmic GR-EGFP intensity; stronger effect = higher value
Dynein cargo inh nuclear GR-EGFP: further read-out of Dynein cargo inh, marked with its call; z-score; measured here: nuclear GR-EGFP intensity;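 lower value marks the stronger effect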
Dynein cargo inh cell count: recorded beside Dynein cargo inh, whose call it bears; z-score; measured here: cell count per field
Insulin prom up cell count: second read-out of Insulin prom up, no call of its own (marks repeat the call); cell count; measured here: cytotoxicity, nuclei count;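 total cells summed across four imaged fields per well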
b-catenin transl cell count 5 µM: also measured in b-catenin transl; calls as there; cell count; measured here: cell count, cytotoxicity flag
MT stabilizer Hoechst-high %: also measured in MT stabilizer; calls as there; % Hoechst-high responders; measured here: nuclear condensation Hoechst responders;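 share of cells brighter than vehicle mean plus two SD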
MT stabilizer cytotoxicity %: recorded beside MT stabilizer, whose call it bears; toxicity, %; measured here: cytotoxicity by cell density;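 0% = mean cell density of plate MIN control wells and 100% = no cells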
Autophagy HCS cell loss 18 h: second read-out of Autophagy HCS, no call of its own (marks repeat the call); toxicity, %; measured here: cell loss, nuclei count;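 cell loss after 18 h compound exposure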
* = called active by the depositor; i = inactive; · = not tested or not shown; + = active, no number. Cut-off read from the data, not from the text of the source, unless noted: active = inhibition above about 50%; inactive = the rest.

Second line of a record – Insulin prom up	WT yeast gro inh mutant strain	Autophagy HCS cell loss 18 h	Dynein cargo inh cell count	Autophagy HCS	Yfh1-off respiration	human PMI inhibition	human PMI inhibitors	b-catenin transl	MT stabilizer cytotoxicity %	Dynein cargo inh	WT yeast gro inh	MT stabilizer Hoechst-high %	Insulin prom up cell count	MT stabilizer	b-catenin transl cell count 5 µM	Dynein cargo inh nuclear GR-EGFP	Dynein cargo inh cytoplasmic EGFP
CCN(CC)S(=O)(=O)c1ccc(OC)c(NC(=O)c2cccc(C)c2[N+](=O)[O-])c1
  0.74	8	-3	-0.2	i	i	5%	11%	-5.8	4.7	-0.52	-5	3.5	1638	2.4	1135	0.3	-0.26
O=C(NC1CCN(Cc2ccccc2)CC1)c1cc(-c2ccccn2)nc2ccccc12
  -0.22	4	11	0.31	i	i	4%	-5%	-0.2	7.8	-0.59	9	1.9	1280	1.2	1232	-0.17	-0.38
CC1CCCCN1S(=O)(=O)c1ccc(S(=O)(=O)N2CCN(c3ccc(F)cc3)CC2)cc1 (stereo unspecified)
  -1.4	-2	26	0.54	i	i	8%	-2%	1.9	3.3	-1.2	-8	4.3	893	6.2	1184	-1.2	0.00033
Cc1ccc(NC(=O)c2cc(N3C(=O)C=CC3=O)ccc2N2CCOCC2)cc1Cl
  -0.48	62*	6	-0.51	i	i	-28%	-56%	·	7.1	-3.3	66*	5.2	1285	4.1	·	-1.5	4.3
CSc1nc2sc3c(c2c(=O)n1C)CCC(C)C3 (stereo unspecified)
  -0.75	35	-9	-0.22	i	i	-2%	-3%	1.4	5.9	0.26	27	3.7	1653	5.6	1338	0.25	-0.32
COc1ccc(Cn2c(C)nnc2-c2cnn(C)c2N)cc1OC
  0.05	24	3	-0.37	i	i	-8%	-5%	0.2	8.1	0.11	-12	2.2	925	3.0	1088	0.21	-0.33
Cc1cccc(OCCCOc2cccc3cccnc23)c1C
  0.19	-1	-23	0.7	i	i	17%	21%	0.9	5.1	0.39	6	1.7	1216	1.3	1417	0.71	-0.22
O=C(NC1CCN(Cc2ccccc2)CC1)C1COc2ccccc2O1 (stereo unspecified)
  -1.4	40	-4	0.11	i	i	2%	-3%	-3.8	1.6	-0.57	17	3.6	935	8.3	1171	-0.039	-0.19
CSc1nc(NCCOCCO)c2sc3nc(-c4ccco4)c4c(c3c2n1)CCC4
  -2.6	-2	-50	0.034	i	i	-11%	-56%	0.0	8.8	-0.92	4	2.3	1171	2.7	630	-0.11	0.45
CC1(C)Cc2nc(NCCCO)c(C#N)cc2CO1
  -0.06	-9	-23	1.2	i	i	-6%	1%	-2.5	5.7	-0.36	2	1.1	982	2.1	1191	-0.28	-0.4
COc1ccc(CN(C)C(C)C(=O)Nc2ccc(S(=O)(=O)N3CCCC3)cc2)c(OC)c1OC (stereo unspecified)
  -1	-7	15	0.068	i	i	4%	0%	-1.0	3.1	0.28	8	1.8	760	2.1	1133	0.17	-0.28
CC(C)CC(=O)N1CCN(S(=O)(=O)c2ccc3ccccc3c2)CC1
  ·	3	-1	-2.1	i	i	3%	1%	-8.3	6.7	3.4	-7	1.4	·	1.7	1175	2	-0.077
COc1ccc2oc(=O)c(/C(C)=N/Nc3nc(-c4cc(C)ccc4C)cs3)cc2c1
  0.1	-17	15	0.044	i	i	-62%	-126%	-1.0	5.5	-0.45	3	3.3	2203	3.7	1009	0.74	-0.024
Cc1sc2nc3ccc(NCc4ccco4)nn3c(=O)c2c1C
  -0.16	-5	7	0.72	i	i	-3%	4%	-0.4	9.2	-1.2	-10	1.1	1344	0.9	1376	-0.67	0.25
Cc1ccc(Cn2cc(S(=O)(=O)c3ccc(C(C)C)cc3)c(=O)c3cc4c(cc32)OCO4)cc1
  0.39	-7	3	-0.3	i	i	17%	6%	-2.9	12	-0.35	-4	2.4	1530	4.7	1220	-0.27	-0.16
Cc1ccn2cc(-c3ccc(NS(=O)(=O)c4ccccc4)cc3)nc2c1
  -0.69	-7	-4	-0.073	i	i	-12%	-4%	-1.2	8.3	-0.089	-7	2.3	1428	1.7	524	0.61	-0.24
S=c1nc(-c2ccc(Br)cc2)[nH]c2ccccc12
  -0.79	·	·	0.5	·	i	·	·	-0.9	·	0.55	·	·	1233	·	1047	0.25	-0.29
O=C(/C=C/c1ccc(Cl)cc1Cl)NCCSc1ccccc1
  -0.08	29*	-5	1.1	i	i	23%	17%	-0.8	7.2	-0.043	64*	2.8	1407	2.6	1163	0.029	-0.23
CC(C)CNC(=O)Cn1c(=O)c2c(ncn2CC(C)C)n(Cc2ccccc2)c1=O
  -0.12	5	-6.0*	0.02	+	i	-3%	-5%	0.0	8.2	-0.58	-4	1.3	1193	4.2	1084	-0.3	-0.37
CC(=O)Nc1ccc(NS(=O)(=O)c2ccc(Cl)c(C(=O)O)c2)cc1
  0.34	6	-4	1.2	i	i	12%	12%	·	5.4	-0.98	-14	2.7	1296	3.7	·	-0.49	-0.13
CCOc1ccccc1N1CCN(C/C=C/c2ccc(N(C)C)cc2)CC1
  -0.47	11	-26	1	i	i	10%	3%	-4.6	10	-0.32	15	3.1	783	3.4	1214	-0.32	0.068
CCOC(=O)c1sc2nc3c(cc2c1N)COC(C)(CC)C3 (stereo unspecified)
  0.12	3	0	-1.2	i	i	3%	-4%	-3.0	3.4	0.46	11	2.8	1522	3.5	1422	-0.37	-0.081
Cc1nnc(SCCn2c(Br)nc3c2c(=O)[nH]c(=O)n3C)s1
  -0.44	-2	6	0.94	i	·	-4%	-5%	-0.8	7.0	-1.6	4	1.3	1279	2.5	732	-0.72	-0.31
CC(=O)OC1CC(C)N(C(=O)c2ccccc2)c2ccc(C)cc21 (stereo unspecified)
  0.26	-4	-11	-0.012	i	i	14%	13%	-1.6	2.2	-0.62	9	1.9	870	4.3	1181	-0.21	-0.22
CCCc1ccc(-c2cc(C(=O)Nc3ccc([N+](=O)[O-])cn3)c3ccccc3n2)cc1
  0.45	6	10	0.23	i	i	15%	3%	2.1	7.0	-0.53	9	2.1	1239	3.6	1041	-0.27	-0.22
NS(=O)(=O)c1ccc(NC(=O)COC(=O)COc2cccc(C(F)(F)F)c2)cc1
  -0.14	·	·	0.012	·	i	·	·	-4.5	·	0.094	·	·	1360	·	1252	0.12	-0.15
Cc1ccc(N2C(=O)C3N=NN(CC(=O)N4N=C(c5ccccc5)CC4c4ccccc4)C3C2=O)cc1 (stereo unspecified)
  0.7	12	7	-1.3	i	i	-8%	-2%	0.4	4.7	0.89	11	1.9	1114	2.1	1008	1.2	-0.18
O=C(Cn1cc2c(n1)CCCCC2)NCc1ccccc1
  0.11	-5	6	0.1	i	i	4%	6%	·	3.9	-0.24	2	3.9	991	1.4	·	-0.063	-0.21
CC(C)c1nc2ccc(Br)cn2c1NC1CCCC1
  -0.46	23	4	0.37	i	i	10%	12%	0.2	12	-1.5	-1	1.9	1476	4.6	1465	-0.88	-0.28
Cc1ccc(OC(=O)c2cccc([N+](=O)[O-])c2)c(-n2nc3ccccc3n2)c1
  -0.36	-12	3	0.11	i	i	5%	0%	-1.9	5.5	-0.81	9	3.4	1562	3.5	1047	-0.55	-0.14

Next records follow.
Second line of a record – Insulin prom up	WT yeast gro inh mutant strain	Autophagy HCS cell loss 18 h	Dynein cargo inh cell count	Autophagy HCS	Yfh1-off respiration	human PMI inhibition	human PMI inhibitors	b-catenin transl	MT stabilizer cytotoxicity %	Dynein cargo inh	WT yeast gro inh	MT stabilizer Hoechst-high %	Insulin prom up cell count	MT stabilizer	b-catenin transl cell count 5 µM	Dynein cargo inh nuclear GR-EGFP	Dynein cargo inh cytoplasmic EGFP
Cc1ccc(NC(=S)C2=C(O)c3sccc3N(C)S2(=O)=O)cc1
  1.4	12	-2	0.82	i	i	56%*	31%	-2.6	5.7	-0.82	12	2.2	931	2.1	963	-0.5	-0.26
Oc1c(C(c2cccc(F)c2)N2CCN(Cc3ccccc3)CC2)sc2ncnn12 (stereo unspecified)
  -1.4	-8	9	-0.071	i	i	-14%	-12%	-0.3	6.7	-0.85	-3	2.7	1113	3.2	1192	-0.24	-0.16
CC(=O)N1CCN(S(=O)(=O)c2c(F)cc(F)c(Cl)c2F)CC1
  0.27	3	-4	0.32	i	i	-3%	-4%	-0.4	2.8	-0.21	-3	1.8	1493	5.0	1048	-0.11	-0.23
COc1ccc(Cl)cc1C(Nc1cccnc1)c1ccc2cccnc2c1O (stereo unspecified)
  -0.1	-1	-8	0.5	i	i	8%	31%	2.2	22	-0.35	7	2.6	1303	2.7	956	-0.057	-0.25
NC(=O)N/N=C/c1cc(F)cc(F)c1
  -0.28	·	·	0.6	·	i	·	·	1.4	·	-0.24	·	·	1398	·	1047	-0.087	-0.17
O=C(CSc1ccc(/C=N/NC(=O)c2cccc(F)c2)o1)Nc1ccccc1
  0.65	30	0	-1.7	i	i	13%	10%	0.3	2.9	1.2	16	1.1	1764	0.8	1130	0.22	-0.16

Given with bars between the fields: two of the compounds above.
molecule | Insulin prom up | WT yeast gro inh mutant strain | Autophagy HCS cell loss 18 h | Dynein cargo inh cell count | Autophagy HCS | Yfh1-off respiration | human PMI inhibition | human PMI inhibitors | b-catenin transl | MT stabilizer cytotoxicity % | Dynein cargo inh | WT yeast gro inh | MT stabilizer Hoechst-high % | Insulin prom up cell count | MT stabilizer | b-catenin transl cell count 5 µM | Dynein cargo inh nuclear GR-EGFP | Dynein cargo inh cytoplasmic EGFP
COc1ccc(Cn2c(C)nnc2-c2cnn(C)c2N)cc1OC | 0.05 | 24 | 3 | -0.37 | i | i | -8% | -5% | 0.2 | 8.1 | 0.11 | -12 | 2.2 | 925 | 3.0 | 1088 | 0.21 | -0.33
Cc1cccc(OCCCOc2cccc3cccnc23)c1C | 0.19 | -1 | -23 | 0.7 | i | i | 17% | 21% | 0.9 | 5.1 | 0.39 | 6 | 1.7 | 1216 | 1.3 | 1417 | 0.71 | -0.22

Bioassay records from PubChem BioAssay.
